High-throughput results: PubChem, Sanford-Burnham Center for Chemical Genomics
PfG6PD inh: PfG6PD enzyme inhibitors, primary screen, biochemical, fluorescence intensity, uHTS. glucose-6-phosphate dehydrogenase-6-phosphogluconolactonase (Plasmodium falciparum 3D7). PfGluPho enzyme, NADPH resazurin-diaphorase fluorescence. inhibition, % at 20 µM. 350,000 compounds, 0.78% hits;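 active = inhibition reaching at least a set limit at 20 µM in the primary screen, cut at about 59% in these data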;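 note: 0% = DMSO wells with substrate and 100% = DMSO wells lacking glucose-6-phosphate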
SENP8 inh: human SENP8 protease inhibitors, primary screen, biochemical, fluorescence, Nedd8 protein substrate, uHTS; 360,000 compounds, 0.64% hits; Sentrin-specific protease 8 (Homo sapiens), Q96LD8; recombinant SENP8; AID 602440, 2012; inhibition, % at 20 µM; in the data active = inhibition mostly above about 40%, no sharp cut-off; inactive = mostly below about 27%
Target sequence (Q96LD8 whole entry, looked up): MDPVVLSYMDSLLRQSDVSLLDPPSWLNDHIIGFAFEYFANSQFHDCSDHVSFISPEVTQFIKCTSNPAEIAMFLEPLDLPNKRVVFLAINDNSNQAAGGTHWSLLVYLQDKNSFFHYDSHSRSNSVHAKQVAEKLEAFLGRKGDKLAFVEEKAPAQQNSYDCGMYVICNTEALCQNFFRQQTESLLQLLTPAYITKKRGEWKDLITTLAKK
SENP1 FRET inh: human SENP1 catalytic domain inhibitors, primary screen, biochemical, FRET, uHTS. 360,000 compounds, 0.21% hits. recombinant SENP1 catalytic domain, CyPet-SUMO1-YPet FRET cleavage. inhibition, % at 10 µM;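 active = inhibition at least 30% at 10 µM, raw YFP signal under a set limit, fluorescence ratio 0.5 to 1.5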;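 note: 0% = enzyme with DMSO and 100% = no enzyme wells; some results filed as inactive read as strong as hits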
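material = recombinant human SENP1 catalytic domain, His6-tagged | quantity = 20 pM enzyme | reagent = 25 nM SUMO1 FRET substrate | compound dosing = 10 µM single point, 0.5% DMSO | timing = 50 min enzyme reaction, room temperature, light-protected | detection = FRET, CFP and YFP emission | control set = no-enzyme low, enzyme-DMSO high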
Starred values were filed as active, the others as inactive; · = not tested or not shown. These rows are one share of the data; rates above refer to the full screens.

SMILES | PfG6PD inh | SENP8 inh | SENP1 FRET inh
COc1cc(C=O)ccc1O | · | 11 | 2
O=C(O)Cc1sc(-c2ccccc2)nc1-c1ccc(Cl)cc1 | -11 | -35 | 0
